# Compound activity deposited in PubChem by National Center for Advancing Translational Sciences (NCATS).
# Abeta yeast res: compounds reversing amyloid beta toxicity in yeast; yeast expressing A-beta42, growth rescue, OD600, 48 h; response scale: 0% DMSO, 100% iron-clioquinol control; Potency, µM (series often up to 46.1 µM), for inactives: top-dose growth rescue, actives largely listed as activators; hit rate 0.063% among 410,000; AID 1347071; further: nearly all actives have a fitted effect of over 55% in size
#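 Yeast A-beta toxicity model in growth medium with pinned compounds, 48 h at 30 C; growth read as absorbance at 600 nm. Normalized to FeCl3/clioquinol equimolar mix (positive) and DMSO (negative).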
# FUS yeast rescue: rescues growth of FUS-expressing yeast; S. cerevisiae FUS-expressing, growth rescue, OD600, 24 h; Potency, µM (highest dose often 76.6 µM), for inactives: top-dose growth rescue (activation), most hits filed as activators; hit rate 0.24% among 390,000; AID 1347120;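 further: plate controls were DMSO vehicle for no effect and reference control for full effect; nearly all actives have a fitted effect of over 55% in size; some results filed as inactive show a strong effect at the top dose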
#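 Galactose (2%) drives FUS expression in yeast precultured in raffinose; seeding density OD 0.005. Test compounds incubated 24hr at 30C and 99% humidity before absorbance at 600 nm was measured.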
# An asterisk follows results filed as active; ? = inconclusive. The call rests on the fitted dose curve; in most records, active means well fitted activation curve with a large enough effect; inconclusive means small, poorly fitted or top-dose-only effect; inactive means no such curve, though single readings can be large or run the other way. Potency means the concentration at half of the fitted maximal effect.
SMILES,Abeta yeast res,FUS yeast rescue
CCOc1ccc(S(=O)(=O)N(C(C)=O)c2ccc3oc(C)c(C(=O)OC)c3c2)cc1,13%,28%
CN(C)c1ccc(CNC(=O)c2ccccc2NC(=O)c2nsc3ccccc23)cc1,-6%,25%
COc1cc(-c2noc(-c3ccc(N(C)C)c([N+](=O)[O-])c3)n2)cc(OC)c1OC,-7%,-17%
Cc1cc2c(cc1C)NC(CC(=O)Nc1cccc(Cl)c1)C(=O)N2 (stereo not drawn),0%,36%
Cc1cc(C)n2nc(CNC(=O)c3ccc(Cl)cc3)nc2n1,-7%,0%
CCOC(=O)c1ccc(N2C(=O)c3n[nH]c(-c4ccco4)c3C2c2ccc(OC)cc2OC)cc1 (stereo not drawn),-7%,?
Cc1cn2c(=O)c(S(=O)(=O)NCCc3ccccc3)c(C)nc2s1,1%,1%
COc1ccc(-n2ccnc(NCc3ccc(Cl)cc3)c2=O)cc1,0%,11%
COc1ccc(CNC(=O)c2ccc(CNS(=O)(=O)c3ccc(F)cc3)cc2)cc1,-18%,7%
COc1ccc(CCNC(=O)c2cnn(-c3ccc(F)cc3)c2C2CCN(C(=O)OC(C)(C)C)CC2)cc1OC,12%,36%
COC(=O)c1c(NC(=O)CS(=O)(=O)c2ccc(C)cc2)sc2c1CCCC2,-16%,5%
COc1ccc(OC)c(NC(=O)Cn2c(=O)cc(C)c3c(C)nn(-c4cccc(Cl)c4C)c32)c1,-3%,-4%
CCOC(=O)c1ccc(NC(=O)CCc2c(C)nc3c(-c4ccc(F)cc4)c(C)nn3c2C)cc1,-8%,-31%
O=C(COc1ccc(F)cc1)OCc1cc(=O)n2nc(C3CCCCC3)sc2n1,-8%,16%
O=C(CSc1nc(=O)n(Cc2ccco2)c2c1CCC2)NCc1ccc(F)cc1,-3%,19%
CCN(CC)S(=O)(=O)c1ccc2c(c1)N(CC(=O)Nc1ccc(Cl)cc1)C(=O)C1CCCN21 (stereo not drawn),-1%,?
Cc1cccc(C)c1OC(=O)CSc1nnc(CNC(=O)c2ccccc2)o1,-15%,0%
Cc1ccc(OCCSc2nc3ccccc3n2CC(=O)N2CCOCC2)c(C)c1,-14%,32%
CC(C)Cc1ccc(S(=O)(=O)N2CCC(c3ccncc3)CC2)cc1,-31%,-5%
CC1=C(C(=O)Nc2c(C)cc(C)cc2C)C2(CCN(C(C)C)CC2)OC1=O,-11%,-3%
Cc1cccc(CN2CCC(CNC(=O)Cn3ncc4c([nH]c5ccc(C)cc54)c3=O)CC2)c1,-6%,0%
Cc1ccc(NC(=O)C(=O)NCC(c2cccnc2)N2CCN(C)CC2)cc1 (stereo not drawn),3%,-6%
Cc1ccc(NC(=O)Cn2c(=O)n(Cc3nc(-c4ccccc4)no3)c(=O)c3ccccc32)cc1C,-3%,8%
N#Cc1c(C(F)(F)F)cc(-c2cccs2)nc1SCC(=O)Nc1ccc(Cl)cc1,-14%,-10%

# Among those listed so far, these contain a Cl atom.
SMILES,Abeta yeast res,FUS yeast rescue
Cc1cc2c(cc1C)NC(CC(=O)Nc1cccc(Cl)c1)C(=O)N2 (stereo not drawn),0%,36%
Cc1cc(C)n2nc(CNC(=O)c3ccc(Cl)cc3)nc2n1,-7%,0%
COc1ccc(-n2ccnc(NCc3ccc(Cl)cc3)c2=O)cc1,0%,11%
COc1ccc(OC)c(NC(=O)Cn2c(=O)cc(C)c3c(C)nn(-c4cccc(Cl)c4C)c32)c1,-3%,-4%
CCN(CC)S(=O)(=O)c1ccc2c(c1)N(CC(=O)Nc1ccc(Cl)cc1)C(=O)C1CCCN21 (stereo not drawn),-1%,?
N#Cc1c(C(F)(F)F)cc(-c2cccs2)nc1SCC(=O)Nc1ccc(Cl)cc1,-14%,-10%

# Remaining list, next part
SMILES,Abeta yeast res,FUS yeast rescue
COc1ccc(-c2[nH]c(-c3ccc(O)cc3)nc2-c2ccccc2)cc1,-9%,37%
N#Cc1c[nH]n2c(NC3CCCCC3)c(-c3cccc(Cl)c3)nc12,-14%,-5%
CCc1cccc(NC(=O)CCc2nc3cccnc3n2-c2ccccc2)c1,-1%,3%
Cc1sc2c(c1C)c(=O)n(-c1ccccc1)c(=O)n2CC(=O)c1ccc(Cl)cc1,-14%,-8%
CCc1ccc(-n2c(=O)c3cccnc3n2CC(=O)N(CC)c2cccc(C)c2)cc1,5%,38%
COC(=O)c1c(SC)nc2ccccc2c1OCc1ccc(Cl)cc1,-11%,7%
Cc1ccc(-c2ccc(CCC(=O)O)n2-c2cccc(C)c2C)cc1,-24%,?
Cc1cccc(NC(=O)c2sc3nc(-c4ccccc4)cn3c2C)c1C,-13%,10%
CC(C)c1ccc(NC(=O)C(C)N(c2ccccc2)S(C)(=O)=O)cc1 (stereo not drawn),-11%,13%
CCc1ccc(C(=O)c2cn(CC(=O)Nc3cc(F)ccc3F)c3nc(C)ccc3c2=O)cc1,-17%,-23%
CCOc1ccc(NC(=O)c2c(Nc3ccccc3C)sc(C(=O)c3ccccc3)c2N)cc1,15%,38%
COc1ccc(N2CC(NC(=O)c3ccco3)CC2=O)cc1OC (stereo not drawn),-12%,13%

# Reprinted from the part before: 5 compounds, then new ones.
SMILES,Abeta yeast res,FUS yeast rescue
Cc1cccc(NC(=O)c2sc3nc(-c4ccccc4)cn3c2C)c1C,-13%,10%
CC(C)c1ccc(NC(=O)C(C)N(c2ccccc2)S(C)(=O)=O)cc1 (stereo not drawn),-11%,13%
CCc1ccc(C(=O)c2cn(CC(=O)Nc3cc(F)ccc3F)c3nc(C)ccc3c2=O)cc1,-17%,-23%
CCOc1ccc(NC(=O)c2c(Nc3ccccc3C)sc(C(=O)c3ccccc3)c2N)cc1,15%,38%
COc1ccc(N2CC(NC(=O)c3ccco3)CC2=O)cc1OC (stereo not drawn),-12%,13%
Cc1ccccc1C(=O)Nc1cccc(OCc2cc(=O)n3c(C)csc3n2)c1,3%,-7%
CC(C)c1ccc2occ(CC(=O)Nc3ccccc3Cl)c2c1,15%,-7%
O=C(NC1(C(F)(F)F)C(=O)Nc2c1c(=O)[nH]c(=O)n2-c1ccccc1)c1ccccc1 (stereo not drawn),-14%,-16%
COc1ccc(-c2cc(=O)c3cc(OCC(=O)OC(C)C)ccc3o2)cc1,-7%,9%
Cc1c(Cl)cccc1NC(=O)Cn1c(=O)nc(-c2ccccc2)c2ccccc21,6%,13%
COc1ccc(NC(=O)c2nnn(CC(=O)Nc3cccc(C)c3C)c2N)c(OC)c1,-4%,8%
CCOc1ccc(CNC(=O)c2cc3ccccn3n2)cc1,6%,0%
COc1ccc2c(CNC3CCC(C)CC3)c(C(=O)O)n(Cc3ccccc3)c2c1 (stereo not drawn),-1%,37%
COc1cccc2c1cc1c(=O)n(CC(=O)NC3CC3)nc(C)n12,-19%,6%
Cn1c(=O)oc2cc(S(=O)(=O)N3CCCC(C(=O)N4CCN(c5ccc(F)cc5)CC4)C3)ccc21 (stereo not drawn),-5%,-32%
COc1ccc(C(=O)Nc2ccc3oc(-c4ccc(OC)cc4)nc3c2)cc1,1%,-11%
CCOc1ccc(NC(=O)NC(C)c2c(-n3cccc3)sc3c2CCN(CC)C3)cc1 (stereo not drawn),-6%,28%

# Arranged by SMILES length (rising): part of the list above
SMILES,Abeta yeast res,FUS yeast rescue
CC(C)c1ccc2occ(CC(=O)Nc3ccccc3Cl)c2c1,15%,-7%
COc1ccc(-c2cc(=O)c3cc(OCC(=O)OC(C)C)ccc3o2)cc1,-7%,9%
COc1ccc(NC(=O)c2nnn(CC(=O)Nc3cccc(C)c3C)c2N)c(OC)c1,-4%,8%

# (continued)
SMILES,Abeta yeast res,FUS yeast rescue
COc1ccc(NC(=O)CCN2CCN(CCO)CC2)c(OC)c1,-3%,8%
CCc1ccccc1NC(=O)NCc1ccc2c(c1)CCN2C(=O)c1ccccc1,-4%,4%
Cc1nn2c3c(cnc2c1-c1ccc(F)cc1)C(=O)CC(c1ccccc1)C3 (stereo not drawn),-17%,2%
Cc1ccc(C)c(Cn2c(=O)cc(C(F)(F)F)c3c(C)nn(C)c32)c1,-3%,-22%
CCSc1ncc(Cl)c(C(=O)Nc2c(C(=O)c3ccc(C)c(F)c3)oc3ccccc23)n1,0%,3%
COc1ccc(C2c3cccn3CCN2S(=O)(=O)c2ccccc2[N+](=O)[O-])cc1OC (stereo not drawn),-1%,?
CCc1ccc(-c2nn(CC(=O)NC3CCCCC3)c3c2cnc2ccc(C)cc23)cc1,-6%,-15%
COC(=O)C1CCN(C(c2ccccc2Cl)c2sc3nc(-c4ccco4)nn3c2O)CC1 (stereo not drawn),0%,31%
Cc1ccc(CSc2oc(-c3cccs3)nc2S(=O)(=O)c2ccc(C)cc2)cc1,-23%,37%
O=C1CN(C(=O)COc2ccccc2)C(c2ccc(F)cc2)c2cc(Br)ccc2N1 (stereo not drawn),13%,45%
CCOc1ccc(CNC(=O)c2nn(-c3ccc(OC)cc3)c(=O)c3c2c2ccccc2n3C)cc1,-12%,-1%
Cc1cc(C)n(CCc2nc3c4ccccc4nc(N4CCN(c5ccc(F)cc5)CC4)n3n2)n1,-19%,2%
Cc1cc(F)ccc1NC(=O)Cn1c(=O)ccc2cc(S(=O)(=O)N3CCC(C)CC3)ccc21,6%,16%
CCOC(=O)CNc1ncnc2c1nnn2C,-9%,-18%
O=C(Nc1ccc2nc(SCCOc3ccccc3Cl)sc2c1)c1ccco1,-5%,41%
COc1cccc(NC(=O)CSCn2nnc3c(=O)[nH]c(Cc4ccc(F)cc4)nc32)c1,3%,11%
CN1CCN(C(=O)c2cnn(-c3cccc(Cl)c3)c2C2CCN(C(=O)OC(C)(C)C)CC2)CC1,-5%,-7%
CC(=O)c1ccc(NC(=O)c2sc(-n3nc(C)c(CCC(C)C)c3C)nc2C)cc1,-16%,11%
CN(Cc1ccccc1)C(=O)C1CCN(S(=O)(=O)Cc2ccccc2)CC1,6%,-6%
Cc1cc(O)c(CN2CCN(c3ccccc3)CC2)c2oc(=O)cc(C)c12,-11%,-1%
COc1ccc2c(CNCc3ccco3)c(C(=O)O)n(Cc3ccc(F)cc3Cl)c2c1,1%,-1%
Cc1ccc(CNC(=O)c2ccc(N3CCCC3)c(NC(=O)Nc3ccc(C)cc3)c2)cc1,-5%,-9%
O=C(COc1ccc(F)cc1)NCC(c1ccc(Cl)cc1)N1CCCCC1 (stereo not drawn),24%,13%
CCCCN(C)CCNC(=O)C1CCCN(S(=O)(=O)c2ccc3c(c2)oc(=O)n3C)C1 (stereo not drawn),-9%,-33%

# Taken from above.
# CCOC(=O)CNc1ncnc2c1nnn2C in FUS yeast rescue has -18%
# CCCCN(C)CCNC(=O)C1CCCN(S(=O)(=O)c2ccc3c(c2)oc(=O)n3C)C1 (stereo not drawn) in Abeta yeast res has -9%
# COc1ccc2c(CNCc3ccco3)c(C(=O)O)n(Cc3ccc(F)cc3Cl)c2c1 in FUS yeast rescue has -1%

# (listing goes on)
SMILES,Abeta yeast res,FUS yeast rescue
COc1ccc(-c2cn3c(n2)sc2cc(C(=O)NC4CCCCC4)ccc23)cc1,11%,-6%
Cc1cccc(NC(=O)N2CCC3(CC2)Oc2ccccc2C(=O)N3Cc2ccccc2F)c1C,4%,8%
CCC(NC(=O)Nc1cc(OC)ccc1OC)c1c(-n2cccc2)sc2c1CCN(CC)C2 (stereo not drawn),-10%,33%
COc1ccc(C2c3c(-c4ccc(F)cc4)n[nH]c3C(=O)N2c2ccccc2)cc1OC (stereo not drawn),-1%,?
CC1=C(c2ccc(C)c(C)c2)S(=O)(=O)N=C1N1CCC(C(=O)NCc2ccc(C)o2)CC1,-5%,-5%
CC1=C(C(=O)Nc2ccc(C)cc2C)C(c2ccccc2F)n2nc(SCC(=O)c3ccc(C)cc3)nc2N1 (stereo not drawn),2%,-4%
Cc1c2cnn(-c3ccccc3)c(=O)c2c(C)n1CCCC(=O)Nc1cccc(F)c1,-15%,19%
COc1cccc(N2C(=O)C(CC(=O)Nc3cccc(F)c3)N(C(C)C)C2=O)c1 (stereo not drawn),-2%,5%

# This is a subset, so the mix of outcomes need not match the whole.
